CASP6 VEID inh = human caspase-6 inhibitors, primary screen, biochemical, VEID-R110 fluorescence, single point, set 2; inhibition, % at 12.5 µM; P55212; actives 0.53% (n = 350,000); purified caspase-6, Z-VEID-R110 cleavage fluorescence;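 active = mean inhibition across replicates at least about 35%, with every replicate also reaching that limit, limit read from the data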;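 also: 0% = median of neutral control wells and 100% = no fluorescence left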
Target sequence (P55212 24-179 limits assumed): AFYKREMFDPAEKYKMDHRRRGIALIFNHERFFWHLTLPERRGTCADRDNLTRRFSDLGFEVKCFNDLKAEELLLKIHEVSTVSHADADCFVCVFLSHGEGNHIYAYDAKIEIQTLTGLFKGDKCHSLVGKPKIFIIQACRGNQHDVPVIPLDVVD
Target sequence (P55212 194-293 limits assumed): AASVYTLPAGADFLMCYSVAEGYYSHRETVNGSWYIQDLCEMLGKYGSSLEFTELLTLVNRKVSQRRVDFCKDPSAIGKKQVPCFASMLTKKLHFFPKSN
LGR2 inh = inhibitors of bursicon-induced LGR2 CRE-luciferase signal, primary screen, cell-based, HEK293, CRE-luciferase reporter, bursicon stimulation | inhibition, % at 9.99 µM | actives 0.35% (n = 380,000) | bursicon-stimulated, 4 h | Drosophila bursicon receptor LGR2 (rickets) | AID 720647, 2013;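 active = drop in luminescence signal, shown as inhibition above about 50% in the replicate tests, limit read from the data, passing the limit was not always enough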;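 also: agonist challenge used bursicon conditioned medium at about half maximal strength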
S100A4 inh HTS = inhibitors of S100A4-myosin IIA peptide binding, primary screen, biochemical, fluorescence polarization, TAMRA-MyoIIA peptide; Protein S100-A4 (Homo sapiens), P26447; actives 0.14% (n = 360,000); inhibition, % at 10.7 µM; AID 652163, 2013;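 active = mean inhibition of at least 70% across replicates, with every replicate also reaching that level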
Target sequence (P26447 whole entry, looked up): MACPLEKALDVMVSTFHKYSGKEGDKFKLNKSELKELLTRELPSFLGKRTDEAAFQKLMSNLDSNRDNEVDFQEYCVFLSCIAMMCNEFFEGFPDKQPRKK
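Test system: S100A4 monomer protein. Medium: HEPES buffer with Ca2+, pH 7.2. Reagent: fluorescent myosin IIA peptide, 5 nM. Compound dosing: single-point compound testing. Timing: 5 min between mix addition and reading. Benchmarks: DMSO neutral and TFP positive wells.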
esBAF inh = Bmi1 luciferase reporter increase in mESCs, primary screen, esBAF inhibitor project, mouse ES cells, Bmi1 luciferase knock-in, single point | 24 h; 100% = twice the neutral-well signal | reporter increase, % at 12.5 µM | actives 2% (n = 350,000) | AID 602393, 2012; in the data active = activation above about 40%;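 also: 0% = median of the plate's neutral control wells and 100% = double that signal; a rise in the Bmi1 reporter signal indicates esBAF inhibition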
SIRT5 inh = SIRT5 desuccinylase inhibitors, primary screen, biochemical, fluorescence imaging, single point, set 5 | NAD-dependent protein deacylase sirtuin-5, mitochondrial (Homo sapiens), Q9NXA8 | Purified SirT5, succinyl-peptide AMC, trypsin-coupled fluorescence | inhibition, % at 15 µM | actives 1.1% (n = 330,000) | AID 652115, 2013; in the data active = inhibition above about 15%
Target sequence (Q9NXA8 whole entry, looked up): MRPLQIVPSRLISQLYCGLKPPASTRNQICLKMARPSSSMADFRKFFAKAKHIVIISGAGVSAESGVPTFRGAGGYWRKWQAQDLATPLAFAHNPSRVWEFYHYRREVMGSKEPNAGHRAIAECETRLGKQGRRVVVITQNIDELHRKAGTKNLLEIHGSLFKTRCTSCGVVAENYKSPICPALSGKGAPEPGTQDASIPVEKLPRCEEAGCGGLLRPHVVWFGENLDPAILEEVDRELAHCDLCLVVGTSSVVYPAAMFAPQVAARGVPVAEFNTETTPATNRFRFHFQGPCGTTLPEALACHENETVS
FN deposit inh = inhibitors of fibronectin matrix deposition, primary screen, AH1F cells, Alexa488-fibronectin fluorescence, plate reader; actives 0.086% (n = 350,000); AID 743247, 2014; AH1F fibroblasts, overnight; inhibition, % at 12.6 µM;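 active = mean inhibition across replicates of 30% or more, regardless of how many single replicates reach that level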;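 also: positive control wells lacked labelled fibronectin entirely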
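Assay system: AH1F fibroblasts / Quantity: 10000 cells per well / Medium: DMEM plus 2% serum, read in PBS / Reagent: labelled fibronectin 24 nM / Dosing: single dose, pinned / Times: 1 h cell attachment, overnight exposure to compound and label / Signal: fluorescence, ex 485 nm, em 525 nm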
C2C12 statin = suppressors of statin myotoxicity in C2C12 myotubes, primary screen, cell-based, single point, plate reader; actives 0.78% (n = 330,000); rescue of ATP level, % at 7.49 µM; C2C12 myotubes + simvastatin, ATP luminescence, 48 h; scaled: DMSO 0, geranylgeraniol control 100;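 active = mean ATP rescue above about 67%, or every replicate alone reaching that limit, limit read from the data, passing the limit was not always enough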;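 also: myotubes were challenged with 10 µM simvastatin during compound exposure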
* hit, by the source's call; · = no result given; & = joins results of further samples. Not all compounds are listed (hit frequency here may not be typical).

SMILES	CASP6 VEID inh	LGR2 inh	S100A4 inh HTS	esBAF inh	SIRT5 inh	FN deposit inh	C2C12 statin
CC(C)(CN1CCOCC1)NS(=O)(=O)c1ccccc1	1.1	-9.6	-5.6	-2.9	-5.8	-4.7	-0.7
CC(C)(O)C#Cc1ccc(C(=O)NC(CCCNC(N)=O)C(=O)O)s1 (stereo not given)	3.0	·	6.0	3.8	-1.6	3.7	4.9
O=C(CCCCCn1c(=S)[nH]c2ccc(N3CCOCC3)cc2c1=O)NCc1ccc2c(c1)OCO2	9.6	-0.3	3.8	-0.5	-6.1	2.1	-49.4
Cc1ccc[n+](CC(=O)Nc2ccc(N(C)C)cc2)c1	-117.3	8.6	-27.1	-3.1	-0.5	-0.7	10.5
COCCN1C(=O)C(=O)/C(=C(/O)c2ccc(S(=O)(=O)N3CCOCC3)cc2)C1c1ccc(O)cc1 (stereo not given)	-0.8	-4.6	3.4	-8.6	0.2	-9.5	-11.6
O=C(COC(=O)/C(=C/c1cccs1)c1cccs1)NCc1ccccc1Cl	0.7	11.4	1.2	9.6	1.5	-10.0	0.1
Cn1c2c(c(=O)n(C)c1=O)C(c1ccccc1F)C(C#N)=C(N)O2 (stereo not given)	0.0	1.7	-2.9	·	-2.2	-0.1	·
CN(C(=O)c1cccc(N2C(=O)C3C4C=CC(C4)C3C2=O)c1)C1CCCCC1 (stereo not given)	-3.5	4.5	-1.5	-0.5	-2.7	-5.1	-11.0
COc1ccc(S(=O)(=O)N2CCc3ccccc32)cc1C(=O)N1CCN(C=O)CC1	0.6	9.0	-1.4	13.2	-1.0	4.7	9.1
CCCCNc1c(-c2cccnc2)nc2nc(C)cc(C)n12	-3.3	2.7	0.8	·	·	17.0	·
CCOC(=O)c1sc(=NC(=O)/C=C/c2cccs2)n(C)c1C	-4.3	-67.0	-1.4	·	-0.7	-13.7	·
CCCN(CCC)Cc1c(C(=O)N/N=C/c2ccco2)nnn1-c1nonc1N	0.3	-9.6	-8.8	-15.5	4.5	4.3	-0.6
C[C@@H]1CN([C@H](C)CO)C(=O)Cc2cc(NC(=O)Cn3cnnn3)ccc2O[C@@H]1CN(C)S(=O)(=O)c1ccc(Cl)cc1	2.6	5.5	-17.6	5.1	-2.7	5.9	-61.4
CC1Cc2cc(/C(O)=C3/C(=O)C(=O)N(CCCn4ccnc4)C3c3ccc([N+](=O)[O-])cc3)ccc2O1 (stereo not given)	-25.0	1.9	-5.2	-3.6	0.5	5.0	-2.5
C[C@H]1CN([C@@H](C)CO)C(=O)c2cc(C#CCC3CCCC3)cnc2O[C@H]1CN(C)Cc1ccccn1	-4.0	3.5	19.0	-20.0	2.8	4.4	7.5
O=C(COC(=O)CSc1ccc2ccccc2c1)Nc1ccccc1OC(F)F	0.0	-8.6	-2.0	3.9	1.4	-1.9	14.4
NS(=O)(=O)c1ccc(S(=O)(=O)N(CCc2ccccc2)Cc2ccccn2)cc1	0.8	-4.2	-0.9	5.0	-6.9	0.2	-4.9
CC1CCC2(CC1)NC(=O)N(CC(=O)c1cn(CCC#N)c3ccccc13)C2=O (stereo not given)	-0.8	5.4	-2.8	-4.2	-1.2	-2.9	-30.8
C[C@@H]1CN([C@H](C)CO)C(=O)Cc2cc(NS(C)(=O)=O)ccc2O[C@H]1CN(C)Cc1ccc(Oc2ccccc2)cc1	-1.6	11.3	-3.3	3.1	-7.6	·	8.0
C[C@@H]1CN([C@@H](C)CO)C(=O)c2cc(N(C)C)ccc2O[C@@H]1CN(C)C(=O)Nc1ccc2c(c1)OCO2	-0.1	-23.4	-1.4	5.5	-0.3	·	-6.4
COc1ccc(NC(=O)Nc2ccc3c(c2)CC(=O)N([C@@H](C)CO)C[C@@H](C)[C@H](CN(C)CC2CC2)O3)cc1	0.2	4.1	4.4	-4.6	0.4	·	7.6
COCC#Cc1ccc2c(c1)O[C@H](CN(C)C(=O)c1ccccc1)[C@@H](C)CN([C@H](C)CO)S2(=O)=O	2.0&2.7	10.1	-0.4&0.0	-1.1	-4.1&2.3	-3.7	-12.1
COc1ccc(OC)c(NC(=O)CSc2nncc3ccccc23)c1	0.6	7.4	-15.3	-6.1	-0.8	7.2	5.6
Cc1cccc(-c2ccc([C@H]3[C@@H](CO)N4CCCCN(C(=O)c5ccc6c(c5)OCO6)C[C@H]34)cc2)c1	-5.0	17.8	1.9	-1.8	2.7	·	1.8
COc1ccc(CNC(=O)C2CCCN(S(=O)(=O)c3ccc4c(c3)CCCN4C(C)=O)C2)cc1 (stereo not given)	-5.4	11.4	-3.6	20.5	-0.9	-1.9	119.6*
C/C(=N\NC(=O)c1ccc2c(c1)OCO2)c1ccc(NC(=O)CCCC(=O)O)cc1	-3.2	-1.4	-0.9	4.3	5.9	5.0	-3.2
COc1ccccc1CCC(=O)Oc1ccc(C#N)cc1OC	-2.9	4.3	7.5	·	-2.0	·	·
COCCNC(=O)C[C@H]1C[C@@H]2c3cc(NC(=O)Nc4ccccc4)ccc3O[C@@H]2[C@H](CO)O1	1.8	-3.0	0.6	1.6	-0.8	1.1	3.3
CCCCCC(=O)N1C[C@@H](O)[C@H](n2cc(COC(=O)c3ccccc3)nn2)C[C@@H]1c1ccc(Cl)cc1	0.2	9.1	-0.9	-5.5	0.5	2.7	1.8
Cc1ccc(NC(=O)CSc2nc3nc(C)c(Br)cc3[nH]2)cc1F	-0.6	-7.0	-2.1	1.4	-8.5	-1.5	-1.8
CC(C)NC(=O)N1CC2(C1)[C@H](c1ccccc1)[C@@H](CO)N2C(=O)C1CCCC1	-1.1	-0.1	0.2	·	0.5	5.4	·
O=C(Nc1c2c(nn1-c1ccccc1)CS(=O)(=O)C2)c1ccccc1C(F)(F)F	0.7	-13.7	0.5	0.7	-1.5	-0.6	9.9
CC(C1CC1)N(Cc1ccccc1)C(=S)Nc1cccc(C(F)(F)F)c1 (stereo not given)	-0.4	20.5	-1.8	·	-3.8	-9.7	·
CC1CCN(S(=O)(=O)c2cccc(C(=O)NC3CCCC3)c2)CC1	0.4	-1.1	-0.2	1.5	-3.6	·	-23.4
CCOC(=O)N1CCN(c2ccc(S(=O)(=O)N3CCOCC3)cn2)CC1	2.0	8.1	-3.2	-5.2	0.4	-0.7	0.9
COc1ccc(OC)c(-c2c(C#N)c(N)nc3c2c(=O)nc2sccn23)c1	-1.9	-10.3	-14.0	·	0.3	4.2	·
O=C(Cc1ccccn1)NCC[C@@H]1CC[C@@H](NC(=O)Nc2ccc(C(F)(F)F)cc2)[C@@H](CO)O1	0.3	15.8	11.4	3.0	2.1	10.2	-2.5
CCCCCCNC(=O)c1ccc(Br)o1	1.5	-1.1	1.9	18.8	32.2*	-5.3	4.3
C[C@H]1CN([C@@H](C)CO)C(=O)c2cc(NC(=O)Cc3ccccc3)ccc2O[C@H]1CN(C)Cc1ccc2c(c1)OCO2	0.8	4.5	-0.8	6.9	2.3	-0.6	0.7
COc1ccc(CN2C(=O)C(CC(=O)NC(c3ccccc3)c3ccccc3)CC(C(=O)N(C)C)=C2C)cc1 (stereo not given)	1.6	-14.9	-0.5	5.7	-5.3	-3.3	3.4
CCC(=O)N1[C@H](CO)[C@@H]2c3ccccc3N(C(=O)c3ccc4c(c3)OCO4)C[C@@H]21	-0.3	0.2	-0.7	-6.5	2.7	·	-5.1
COc1ccc(NC(=O)Nc2ccc3c(c2)C(=O)N([C@H](C)CO)C[C@H](C)[C@H](CN(C)CC2CC2)OCCCC[C@@H](C)O3)cc1	-13.9	·	19.0	-9.5	3.5	4.9	·
CC1=C(C(=O)Nc2ccccn2)C(c2ccccc2Cl)NC(=S)N1 (stereo not given)	1.3	-72.6	-1.6	65.9*	-1.0	-6.1	13.0
CCN(CC)C(=O)Cn1c(=O)n(CC(=O)N2CCCCC2)c(=O)c2sccc21	4.5	3.3	-12.7	1.7	2.8	1.3	7.9
CC=Cc1ccc2n(c1=O)C[C@H]1[C@H](CO)[C@@H](C(=O)NCC)N(C(=O)C3CCOCC3)[C@@H]21 (mixture of isomers)	0.1	-23.6	10.6	-1.8	1.2	·	20.3
CC(=O)N1CC(C)Sc2ccc(S(=O)(=O)NCCc3cccc(C)c3)cc21 (stereo not given)	1.0	-3.0	1.6	-3.6	0.9	-17.5	-2.1
C[C@@H]1CN([C@@H](C)CO)C(=O)Cc2cc(NC(=O)C3CC3)ccc2O[C@H]1CN(C)C(=O)Nc1ccc(F)cc1	1.0	12.1	-24.1	-1.3	-3.9	·	8.9
Cc1cccc(N2C(=O)C3CCCN3C2=S)c1C (stereo not given)	-0.2	11.3	4.5	-3.8	9.8	5.3	-1.7
O=S(=O)(c1ccc(Br)cc1)c1nc(-c2ccccc2)oc1N1CCOCC1	0.7	-0.7	2.8	·	-1.6	·	·
CN1C(=O)c2cc(NC(=O)C3CCCCC3)ccc2OC[C@@H]2O[C@H](CC(=O)NCC3CCCCC3)CC[C@@H]21	-3.8	-3.5	-2.7	·	4.1	-4.3	·
C[C@H](CO)N1C[C@H](C)[C@H](CN(C)C(=O)Nc2ccc(F)cc2)Oc2ncc(C#CCN(C)C)cc2C1=O	0.0	1.3	-17.7	0.8	-0.9	2.9	-0.2
CCN1CCN(C(c2cccnc2)c2c(NC(=O)c3ccco3)sc(C)c2C)CC1 (stereo not given)	-10.3	7.7	-3.9	24.2	-0.3	6.7	-7.7
COc1ccccc1NC(=O)N[C@H]1CC[C@H](CCNS(=O)(=O)c2ccccc2)O[C@@H]1CO	·	-12.0	·	-1.2	-2.3	·	-9.0

Part of the list above in order of formula weight, ascending.
SMILES	CASP6 VEID inh	LGR2 inh	S100A4 inh HTS	esBAF inh	SIRT5 inh	FN deposit inh	C2C12 statin
Cc1cccc(N2C(=O)C3CCCN3C2=S)c1C (stereo not given)	-0.2	11.3	4.5	-3.8	9.8	5.3	-1.7
CCC(=O)N1[C@H](CO)[C@@H]2c3ccccc3N(C(=O)c3ccc4c(c3)OCO4)C[C@@H]21	-0.3	0.2	-0.7	-6.5	2.7	·	-5.1
CCN1CCN(C(c2cccnc2)c2c(NC(=O)c3ccco3)sc(C)c2C)CC1 (stereo not given)	-10.3	7.7	-3.9	24.2	-0.3	6.7	-7.7
CC=Cc1ccc2n(c1=O)C[C@H]1[C@H](CO)[C@@H](C(=O)NCC)N(C(=O)C3CCOCC3)[C@@H]21 (mixture of isomers)	0.1	-23.6	10.6	-1.8	1.2	·	20.3
O=S(=O)(c1ccc(Br)cc1)c1nc(-c2ccccc2)oc1N1CCOCC1	0.7	-0.7	2.8	·	-1.6	·	·
COc1ccccc1NC(=O)N[C@H]1CC[C@H](CCNS(=O)(=O)c2ccccc2)O[C@@H]1CO	·	-12.0	·	-1.2	-2.3	·	-9.0
C[C@H](CO)N1C[C@H](C)[C@H](CN(C)C(=O)Nc2ccc(F)cc2)Oc2ncc(C#CCN(C)C)cc2C1=O	0.0	1.3	-17.7	0.8	-0.9	2.9	-0.2
CN1C(=O)c2cc(NC(=O)C3CCCCC3)ccc2OC[C@@H]2O[C@H](CC(=O)NCC3CCCCC3)CC[C@@H]21	-3.8	-3.5	-2.7	·	4.1	-4.3	·

Screens as filed in PubChem.
